# Bioassay records from PubChem BioAssay.
# aGlu spleen mod – lysosomal alpha-glucosidase (human) modulation | P10253 | human spleen homogenate, 4-MU-alpha-glucoside fluorescence | Potency, µM (series often up to 79.9 µM), for the others: top-dose activity change, negative = inhibition, usual class: inhibitors | 0.006% of 240,000 active | AID 2112;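 note: 0% = enzyme with vehicle and -100% = no enzyme basal signal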
#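 Enzyme source: human spleen homogenate, 1 ug/well. Buffer 50 mM citric acid/K phosphate pH 5.0, 0.01% Tween-20. 4-MU-alpha-glucoside 1 mM; 37 C x 40 min; NaOH/glycine stop; fluorescence.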
# HttQ103 aggreg – inhibitors of mutant huntingtin aggregate formation in PC12 cells. AID 1688. 1.1% of 220,000 active. Potency, µM (top dose mostly 46.1 µM), without a hit: at the top dose activity change, negative = inhibition, actives largely listed as inhibitors. PC12 HttQ103-GFP aggregates, Acumen cytometry, 40 h; note: % is set by controls: 0 for no effect and ±100 for the full control effect; nearly all actives have a fitted effect of over 60% in size
#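 PC12 cells with ecdysone-inducible HTT exon1 Q103-GFP, induced by 100 nM tebufenozide, given compounds in a concentration series. GFP aggregates (1–25 um, 6 SD above background) counted in lysates by laser-scanning cytometry, 488 nm excitation.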
# GAA glycogen – alters human alpha-glucosidase cleavage of glycogen; P10253; recombinant GAA, glycogen substrate, Amplex Red glucose oxidase fluorescence; Potency, µM (highest dose often 76.4 µM), inactives show at the highest dose activity change, negative = inhibition, actives largely listed as inhibitors; 0.38% of 300,000 active; AID 2100;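 note: 0% = full enzyme reaction and -100% = no-enzyme basal signal; the screen sought inhibitors and activators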
#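 qHTS, 1536-well; enzyme 4 nM final; cpd up to 77 uM; substrate bovine liver glycogen 30 ug; 50 mM citrate/phosphate pH 5.0, 0.01% Tween-20; 37 C, 40 min; Amplex Red detection 45 min RT; Hill fit → AC50.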
# HTT ATP protect – Huntington cell model cytoprotection by ATP luminescence. 0.14% of 230,000 active. AID 1471. Potency, µM (series often up to 56.4 µM), inactives show cytoprotection (ATP increase), actives largely listed as activators. PC12 HTT-Q103 induced, cytoprotection, ATP luminescence, 40 h;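 note: % of control where 0% means no effect; nearly all actives have a fitted effect of over 45% in size; toxic huntingtin expression switched on by the ecdysone agonist tebufenozide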
#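 Quantitative HTS on tebufenozide-induced (100 nM) PC12 cells expressing HTTQ103 exon 1–GFP; compounds tested as a concentration series; survival measured via cellular ATP.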
# GoLoco inh red – blocks human Gai1 binding to RGS12 GoLoco peptide, red readout; P63096; Gai1:RGS12 GoLoco peptide FP, rhodamine, 10 min; Potency, µM (top dose mostly 61.6 µM), inactives show at the highest dose activity, negative = inhibition, most hits filed as inhibitors; 0.44% of 230,000 active; active = well fitted inhibition curve with a large enough effect, not every such curve was filed as active; inactive = no such curve, though single readings can be large or run the other way; note: % is set by controls: 0 for no effect and ±100 for the full control effect; nearly all actives have a fitted effect of over 30% in size; many of its hits are not listed in these tables
# Target sequence (P63096 whole entry, looked up): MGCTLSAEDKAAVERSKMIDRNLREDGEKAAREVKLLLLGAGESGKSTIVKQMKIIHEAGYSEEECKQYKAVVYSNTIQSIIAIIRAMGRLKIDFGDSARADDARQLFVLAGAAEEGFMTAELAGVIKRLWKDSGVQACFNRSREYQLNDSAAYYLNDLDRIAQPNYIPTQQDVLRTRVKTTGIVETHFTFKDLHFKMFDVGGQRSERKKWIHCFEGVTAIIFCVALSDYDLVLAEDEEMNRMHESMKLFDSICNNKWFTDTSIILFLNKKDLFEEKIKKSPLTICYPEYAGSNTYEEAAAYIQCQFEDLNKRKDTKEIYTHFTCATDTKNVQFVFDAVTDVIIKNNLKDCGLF
# GAA inhib – alpha-glucosidase (human) inhibition. P10253. purified human GAA, 4-MU-alpha-glucoside fluorescence. Potency, µM (series often up to 76.9 µM), inactives show at the highest dose activity change, negative = inhibition, most hits filed as inhibitors. 0.005% of 200,000 active;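 note: plate controls were uninhibited enzyme wells for no effect and no-enzyme background for full effect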
#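 qHTS format, compound range up to 77 uM. Human lysosomal enzyme at 4 nM, 400 uM 4-MU glucoside substrate, pH 5.0, 20 min room temperature; fluorescence after alkaline stop gives activity normalized to controls.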
# IMPase Li inh – cell-permeable IMPase inhibitors with lithium potentiation. CHO-M1 cells, IP1 TR-FRET (IP-One), carbachol + lithium. Potency, µM (highest dose often 59.4 µM), inactives show at the highest dose activity, negative = IMPase inhibition, usual class: inhibitors. 0.35% of 210,000 active. AID 1457;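 note: IP1 builds up when IMPase is blocked and the TR-FRET signal falls; plate controls were basal vehicle for no effect and high inhibitor control for full effect; nearly all actives have a fitted effect of over 50% in size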
#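 IP1 accumulation measured by competitive TR-FRET in lysed CHO-M1 cells after 30 min compound exposure at 37C, with a small lithium addition to potentiate weak responses. Hill-equation AC50 from ratio and donor-channel data.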
# An asterisk follows results filed as active; ? = inconclusive; / = no result given; & = joins results of further samples; [ ] = remark or other dose. Unless noted, calls come from the whole dose curve; as a rule, active = well fitted curve in the direction sought with a large enough effect; inconclusive = small, poorly fitted or top-dose-only effect, or another doubt; inactive = no such curve, though single readings can be large; an effect the other way counts as inactive or inconclusive. Potency is the fitted concentration of half-maximal effect.
# Field names – A = aGlu spleen mod; B = HttQ103 aggreg; C = GAA glycogen; D = HTT ATP protect; E = GoLoco inh red; F = GAA inhib; G = IMPase Li inh
COCCNC(=O)CN(C)S(=O)(=O)c1ccc(Br)cc1
  A: -1% | B: -11% | C: -3% | D: 2% | E: 3% | F: 3% | G: -3%
O=[N+]([O-])c1ccc(S(=O)(=O)NCC(c2cccnc2)N2CCOCC2)cc1 (centres undefined)
  A: -14% | B: -3% | C: -2% | D: 5% | E: 6% | F: 1% | G: -4%
COc1ccc(-c2csc(NC3=NCCCCC3)n2)cc1
  A: -9% | B: -3% | C: 0% | D: 12%[10 µM] | E: 9% | F: -3% | G: 12%
CCOC(=O)c1cc(-c2ccc(C)cc2)n(CCC(=O)NC(C)CC)c1C (centres undefined)
  A: -17% | B: -5% | C: -1% | D: -3% | E: 1% | F: -6% | G: 21%[38.3 µM]
C[n+]1cc[nH]c1SCC(=O)c1ccccc1
  A: 0% | B: 8% | C: 16% | D: -18% | E: -5% | F: -3% | G: -14%[38.3 µM]
Cc1c(NC(=O)c2cc3ccccc3c(=O)s2)c(=O)n(-c2ccccc2)n1C
  A: -23% | B: -25% | C: 4% | D: ? | E: 4% | F: 3% | G: 12%[38.3 µM]
O=C1C=CC(=Nc2cccc3c(N=C4C=CC(=O)O4)cccc23)O1
  A: / | B: / | C: / | D: 4%[10 µM] | E: -35%[14.2 µM] | F: / | G: 16%
Cc1ccc(Nc2ccc(S(=O)(=O)N3CCOCC3)cc2[N+](=O)[O-])c(C)c1
  A: -6% | B: -9% | C: 7% | D: -6%[10 µM] | E: 5% | F: -8% | G: 10%
COC(=O)C1=C(C)N(Cc2ccccc2)C(=O)N[C@H]1c1ccccc1
  A: 7%&0% | B: -5% | C: 0% | D: -23% | E: 5%&22% | F: 0% | G: 2%&-7%
CC(=O)Nc1cccc(OCc2c(F)cccc2Cl)c1
  A: 1% | B: -5%[9.22 µM] | C: -2% | D: 8%[10 µM] | E: -9% | F: / | G: 2%
CS(=O)(=O)Nc1ccc(C(=O)NCc2ccc3c(c2)OCO3)cc1
  A: -2% | B: 3% | C: -3% | D: -15% | E: 1% | F: -5% | G: 10%[38.3 µM]
COc1ccc(-c2nc(N)ncc2Oc2ccccc2Br)c(O)c1
  A: -16% | B: 6% | C: -11% | D: 7% | E: -5% | F: -4% | G: -9%[38.3 µM]
Cc1cc(C)n(/N=C/c2c[nH]c3ccccc23)c(=O)c1C#N
  A: -2% | B: -14% | C: 9% | D: -30%[10 µM] | E: -3% | F: -7% | G: 2%[38.3 µM]
COc1ccc(CNC(=O)COC(=O)CCc2c[nH]c3ccccc23)cc1
  A: 2% | B: 1% | C: -10% | D: 0% | E: 12% | F: -9% | G: -6%
O=C(c1ccc(F)cc1)C1CCN(C(=O)NCc2ccccc2)CC1
  A: 4% | B: -22% | C: 8% | D: 8%[10 µM] | E: 2% | F: -6% | G: -5%[38.3 µM]
Cc1ccc(NS(=O)(=O)c2ccc(NC(=O)c3cccc(NC(=O)C(C)C)c3)cc2)cc1
  A: 5% | B: ? | C: -9% | D: -59%[inhibitor] | E: 3% | F: -6% | G: 12%[38.3 µM]
O=C(O)c1ccc2[nH]c3c(c2c1)CSCC3
  A: -7% | B: 0% | C: -18% | D: 8%[0.074 µM] | E: -31% | F: 3% | G: -11%[38.3 µM]
CC1=C(C(=O)c2ccccc2)C(c2ccc(O)cc2)NC(=S)N1 (centres undefined)
  A: -3% | B: -14%[9.22 µM] | C: 3% | D: 0%[10 µM] | E: -8% | F: / | G: /
O=c1[nH]c2ccccc2nc1C(Nc1ccccc1)c1ccccc1 (centres undefined)
  A: -10% | B: 4%[9.22 µM] | C: -10% | D: 2%[10 µM] | E: 5% | F: -10% | G: /
O=C(CN1CCNCC1)Nc1ccc(Oc2ccccc2)cc1
  A: 9% | B: -8% | C: 2% | D: -2% | E: 4% | F: 2% | G: -3%[38.3 µM]
COc1ccccc1NC(=S)NC1CCCCCCCCCCC1
  A: 0% | B: -7%[9.22 µM] | C: -3% | D: 14%[10 µM] | E: 10% | F: / | G: /
Cc1ccc(-n2nc(C)cc2NC(=O)c2ccc(C)s2)cc1
  A: -4% | B: -4% | C: 7% | D: ? | E: -5% | F: -6% | G: 14%[38.3 µM]
CC(=O)NNC(=O)c1sc(=S)n(C)c1C
  A: -3% | B: -27%[9.22 µM] | C: 7% | D: 13%[10 µM] | E: -2% | F: / | G: /
COCCNC(=O)C(C)N(c1ccc(OC)cc1)S(C)(=O)=O (centres undefined)
  A: -2% | B: 15% | C: 1% | D: -1% | E: -3% | F: -5% | G: 26%[38.3 µM]
CC(=O)Nc1ccc(N2C(=O)C3C4CC(=O)C(c5ccccc54)C3C2=O)cc1 (centres undefined)
  A: 5% | B: 13% | C: 4% | D: 13%[10 µM] | E: 0% | F: 8% | G: 14%[38.3 µM]
CCN(CC)S(=O)(=O)c1ccc(OC)c(NC(=O)C(C)Oc2ccc3c(C)cc(=O)oc3c2)c1 (centres undefined)
  A: -5% | B: -14% | C: -3% | D: -3%[10 µM] | E: 4% | F: -1% | G: 6%
COC(=O)c1c(NC(=O)CSc2nnnn2-c2ccc3c(c2)OCO3)sc(C)c1C
  A: 0% | B: 8% | C: -21% | D: -7%[10 µM] | E: / | F: 6% | G: /
CC(C)(C)NCC(=O)c1c[nH]c2ccccc12
  A: -11% | B: -4% | C: 5% | D: -70%[inhibitor] | E: 1% | F: 3% | G: 3%[38.3 µM]
COc1ccc2[nH]c(=O)c(CN(C(=O)c3ccncc3)C(C)C)cc2c1
  A: 1% | B: -1% | C: 0% | D: 7%[10 µM] | E: 14% | F: 9% | G: 10%[38.3 µM]
CCOc1ccc(N2CC(C(=O)Nc3ccc(S(=O)(=O)N4CCOCC4)cc3)CC2=O)cc1 (centres undefined)
  A: -3% | B: -4% | C: 4% | D: -4%[10 µM] | E: -5% | F: -4% | G: -6%[38.3 µM]
Brc1ccc(C2=Nc3ccccc3C(c3ccncc3)=NN2)cc1
  A: -1% | B: -1%[9.22 µM] | C: 2% | D: 0%[10 µM] | E: 8% | F: ? | G: 6%
CN1CCN(C(=O)c2cnn3c(C(F)F)cc(C4CC4)nc23)CC1
  A: 10% | B: 2% | C: 5% | D: 2% | E: -6% | F: -5% | G: 13%[38.3 µM]
CN1CCCN(S(=O)(=O)c2ccc3c(c2)OCCO3)CC1
  A: -12% | B: 0% | C: -3% | D: -26% | E: 2% | F: 1% | G: 4%[38.3 µM]
COc1ccc(-c2cc(-c3ccccc3)c(C#N)c(=S)[nH]2)cc1
  A: 6% | B: 2%[9.22 µM] | C: 3% | D: 4%[10 µM] | E: 11% | F: -33% | G: -23%
O=C(C1CCCN(S(=O)(=O)c2cccc3nsnc23)C1)N1CCc2ccccc21 (centres undefined)
  A: -8% | B: ? | C: -4% | D: -8% | E: 7% | F: ? | G: 2%[38.3 µM]
CN1C(=O)CSc2ccc(NC(=O)N3CCC(N4CCCCC4)CC3)cc21
  A: 1% | B: 2% | C: 9% | D: 16%[10 µM] | E: 17% | F: 1% | G: 9%[38.3 µM]
O=C(COC(=O)c1ccco1)NCc1ccccc1Cl
  A: -4% | B: 13% | C: -4% | D: -30% | E: 3% | F: -1% | G: 1%
COc1ccc(S(=O)(=O)N(C)c2c(C)n(C)n(-c3ccccc3)c2=O)cc1OC
  A: -7% | B: 8% | C: 11% | D: 14% | E: -7% | F: -10% | G: -23%[38.3 µM]
CCn1c(Cc2ccccc2)nnc1SCC(=O)Nc1ccc2c(c1)OCCO2
  A: -10% | B: 1% | C: -9% | D: 23%[10 µM] | E: 1% | F: ? | G: 33%[activator][38.3 µM]
COc1ccccc1N1CCN(CC(=O)Nc2cccc(F)c2)CC1
  A: -2% | B: 0% | C: 11% | D: 6% | E: 7% | F: -1% | G: -2%[38.3 µM]

# Single records, as listed above:
# CN1CCN(C(=O)c2cnn3c(C(F)F)cc(C4CC4)nc23)CC1 reads aGlu spleen mod = 10%; HttQ103 aggreg = 2%; GAA glycogen = 5%; HTT ATP protect = 2%; GoLoco inh red = -6%; GAA inhib = -5%; IMPase Li inh = 13%[38.3 µM]
# COc1ccccc1N1CCN(CC(=O)Nc2cccc(F)c2)CC1 reads aGlu spleen mod = -2%; HttQ103 aggreg = 0%; GAA glycogen = 11%; HTT ATP protect = 6%; GoLoco inh red = 7%; GAA inhib = -1%; IMPase Li inh = -2%[38.3 µM]

# A few values from above.
# In GoLoco inh red, `COc1ccc(S(=O)(=O)N(C)c2c(C)n(C)n(-c3ccccc3)c2=O)cc1OC` shows -7%
# In GAA glycogen, `COc1ccc(-c2cc(-c3ccccc3)c(C#N)c(=S)[nH]2)cc1` shows 3%

# The list continues:
# Field names – A = aGlu spleen mod; B = HttQ103 aggreg; C = GAA glycogen; D = HTT ATP protect; E = GoLoco inh red; F = GAA inhib; G = IMPase Li inh
COc1cccc(N/C(SCc2ccccc2F)=C(/C#N)C(=O)NCc2cccs2)c1
  A: 0% | B: 7% | C: 6% | D: -10%[10 µM] | E: 4% | F: -13% | G: 18%
Cn1c2c(c(=O)n(C)c1=O)C(c1ccccc1Cl)CC(=O)N2 (centres undefined)
  A: 0% | B: 4% | C: -12% | D: 7% | E: 5% | F: -5% | G: -7%[38.3 µM]
CC(C)C(=O)NNc1nc2ccccc2s1
  A: 0% | B: 5% | C: 4% | D: 26%[10 µM] | E: -7% | F: 0% | G: 7%
Cc1cc(C)cc(N2Cc3ccccc3C2)c1
  A: -1% | B: -8% | C: -6% | D: -20% | E: 20% | F: 4% | G: -3%[38.3 µM]
O=S(=O)(NCc1ccccc1)c1cccc2nsnc12
  A: -1% | B: -1%[9.22 µM] | C: -4% | D: -14%[10 µM] | E: -3% | F: / | G: /
Cc1cc(C)n(CC(O)Cn2ccc3ccccc32)n1 (centres undefined)
  A: 0% | B: -12% | C: 6% | D: -7% | E: 14% | F: 5% | G: 9%[38.3 µM]
Cc1[nH]c2ccccc2c1C(c1ccccn1)N1CCC(C)CC1 (centres undefined)
  A: 4% | B: 14% | C: -3% | D: -35% | E: 11% | F: -1% | G: -3%[38.3 µM]
COCCN1CCCC(CNCc2cn(C)nc2-c2ccc(Oc3ccccc3)cc2)C1 (centres undefined)
  A: -4% | B: 26%[9.22 µM] | C: 17% | D: 15%[10 µM] | E: 9% | F: 7% | G: 10%
Cc1cc2nc(CCN(C(=S)NCC(C)C)C3CCCC3)[nH]c2cc1C
  A: -12% | B: ? | C: -20% | D: -78%[inhibitor] | E: -2% | F: -6% | G: 17%[38.3 µM]
CSc1cccc(NC(=S)N(Cc2ccccc2)Cc2ccccn2)c1
  A: -1% | B: 3% | C: -7% | D: -5% | E: -5% | F: -25% | G: 7%

# This is a subset; count on the stated rates, not on these rows.
